Assay outcomes deposited in PubChem by National Center for Advancing Translational Sciences (NCATS).
BAZ2B block = inhibitors of human BAZ2B bromodomain | Q9UIF8 | 360,000 tested, 4.4% active | Potency, µM (doses to about 114 µM), for the others: top-dose activity change, negative = inhibition, most hits filed as inhibitors | AlphaScreen BAZ2B-H3K14Ac peptide displacement; note: % is set by controls: 0 for no effect and ±100 for the full control effect; nearly all actives have a fitted effect of over 60% in size
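Compounds, titrated to a top concentration of 110 uM, were incubated 30 min at room temperature with preformed BAZ2B/acetyl-K14 H3 peptide complex (50 nM each). Proximity signal was measured by AlphaScreen after 20 min with beads.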
Pol kappa inh = DNA polymerase kappa (human) inhibition | Q9UBT6 | purified Pol kappa, fluorescent DNA synthesis assay, 10 min | Potency, µM (top dose mostly 107 µM), inactives show top-dose activity, negative = inhibition, usual class: inhibitors | 400,000 tested, 0.53% active; note: % is set by controls: 0 for no effect and ±100 for the full control effect
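Enzyme at 10 nM met test compounds for 15 min at room temperature. Substrate addition (50 nM final) began the reaction, which was monitored by fluorescence at 0 and 10 min.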
Anesthetic bind = candidate novel general anesthetic via apoferritin binding. P02791. apoferritin/1-aminoanthracene competitive binding, fluorescence. Potency, µM (doses to about 77.5 µM), for the others: at the highest dose activity change, negative = displacement, usual class: inhibitors. 350,000 tested, 0.074% active; note: % is set by controls: 0 for no effect and ±100 for the full control effect; nearly all actives have a fitted effect of over 20% in size
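Horse-spleen apoferritin (10 uM) was mixed with 50% saturated 1-aminoanthracene in PBS, exposed to compounds for 10 min at room temperature, and read for fluorescence (ex 380 nm, em 535 nm). Competitive displacement was fitted with a four-parameter Hill equation.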
POLB inh = DNA polymerase beta (human) inhibition; P06746; Pol beta primer extension/strand displacement, fluorescence kinetic; Potency, µM (series often up to 114 µM), without a hit: top-dose activity change, negative = inhibition, hits mostly inhibitors; 340,000 tested, 1.3% active; AID 485314; note: % is set by controls: 0 for no effect and ±100 for the full control effect
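10 nM enzyme + cpd, 15 min RT; start with substrate 50 nM final; read 0 min and after 10 min RT. Corrected, normalized data; 4-parameter Hill curve fit.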
G9a inh = G9a (human) methyltransferase inhibition | Q96KQ7 | G9a H3K9 monomethylation, AlphaScreen, 2 h | Potency, µM (doses to about 102 µM), inactives show at the highest dose activity, negative = inhibition, usual class: inhibitors | 350,000 tested, 8.8% active | AID 504332; note: % is set by controls: 0 for no effect and ±100 for the full control effect; nearly all actives have a fitted effect of over 75% in size
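G9a (20 nM) was preincubated 15 min with compound, then reacted 2 h at room temperature with 500 nM biotin-H3K9 peptide and 20 µM SAM. Monomethyl-H3K9 detected by AlphaScreen using anti-H3K9me1 antibody.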
BLM inh = blocks DNA unwinding by human BLM helicase | Potency, µM (doses to about 56.1 µM), inactives show at the highest dose activity change, negative = inhibition, most hits filed as inhibitors | 350,000 tested, 0.2% active | P54132 | recombinant BLM DNA unwinding, fluorescence dequenching;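 note: plate controls were vehicle for no effect and no enzyme for full effect; nearly all actives have a fitted effect of over 35% in size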
POLI inh = DNA polymerase iota (human) inhibition. Q9UNA4. Pol iota fluorescent replication assay, 10 min. Potency, µM (series often up to 115 µM), inactives show at the top dose activity, negative = inhibition, hits mostly inhibitors. 390,000 tested, 1% active
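Fluorescent replication assay read twice, at 0 min and 10 min after adding 50 nM (final) substrate. Enzyme (10 nM) and compounds were first incubated 15 min at room temperature; enzyme-free buffer wells were negative controls.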
APE1 inh = inhibitors of human APE1 endonuclease | recombinant APE1, TAMRA/BHQ-2 abasic DNA cleavage fluorescence | Potency, µM (series often up to 65.8 µM), inactives show top-dose activity change, negative = inhibition, actives largely listed as inhibitors | 350,000 tested, 0.35% active | AID 2517;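 note: plate controls were vehicle for no effect and reference inhibitor for full effect; nearly all actives have a fitted effect of over 55% in size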
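Substrate: short duplex with […] THF abasic site, 5'-TAMRA and 3'-BHQ-2, 50 nM final. APE1 at 0.75 nM, preincubated 15 min RT with compound. Fluorescence increase from first to third read measured activity.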
Pol eta inh = inhibitors of human DNA polymerase eta | Q9Y253 | recombinant Pol eta, fluorescent DNA replication assay | Potency, µM (titrated, usually from 114 µM), without a hit: at the top dose activity change, negative = inhibition, hits mostly inhibitors | 390,000 tested, 1.2% active; note: % is set by controls: 0 for no effect and ±100 for the full control effect
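Pol eta (10 nM) was preincubated with compounds for 15 min at room temperature, after which fluorescent replication substrate (50 nM final) was added to start the reaction. Fluorescence was read kinetically at 0 and 10 min.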
* hit, by the source's call; u = inconclusive; x = no result given; & = joins results of further samples; [ ] = another dose, or the depositor's remark. Calls come from the whole dose curve; as a rule, active = well fitted curve in the direction sought with a large enough effect; inconclusive = small, poorly fitted or top-dose-only effect, or another doubt; inactive = no such curve, though single readings can be large; an effect the other way counts as inactive or inconclusive. Potency is the fitted concentration of half-maximal effect. The list is partial; the hit share may differ from the screen's.

SMILES	BAZ2B block	Pol kappa inh	Anesthetic bind	POLB inh	G9a inh	BLM inh	POLI inh	APE1 inh	Pol eta inh
CCn1c(-c2ccoc2C)n[nH]c1=S	-8%	0%	-9%	26%	u	1%	-12%	-2%	-8%
COc1ccc(/C(=N/Nc2ncnc3ccccc23)C(=O)O)cc1	6%	-7%	-14%	0%	u	3%	7%	3%	0%
COc1cc(/C=N/NC(=O)CC2(C)OCCCO2)ccc1OCc1ccccc1	2%	-7%	5%	1%	-18%[59 µM]	0%	3%	0%	-1%
CCOC(=O)c1c(NC(=S)Nc2cccnc2)sc(C)c1C	u	-4%	-2%	3%	45µM*	-3%	124%[activator]	12%	-8%
COc1cc(OC)c(OC)cc1CN1CCN(C(=O)CC(C)C)CC1	u	-4%	5%	10%	18µM*	-2%	53%[activator]	23%	-13%
COc1ccccc1NC(=O)c1nn(C)cc1Br	3%	1%	-14%	16%	18%	-1%	-2%	-5%	-12%
Cc1nc(-c2ccc(F)cc2)c(CC(=O)N2CCN(S(=O)(=O)c3cccc(Cl)c3)CC2)s1	-4%	-3%	x	x	-43%	x	23%	-11%	-25%
Cc1ccc(S(=O)(=O)NCC2CCC(C(=O)NCCc3ccccc3)CC2)cc1 (stereo unspecified)	2%[57.1 µM]	-17%	-11%	0%	-21%[59 µM]	2%	-21%	x	9%
CSc1ccc(C#N)cc1NC(=O)c1ccc(Cl)cc1	0%	-19%	2%	2%	-6%[59 µM]	-4%	1%	-2%	-11%
Nc1ccnn1Cc1ccncc1	3%	-8%	1%	12%	x	0%	-14%	1%	-8%
CCCCCN(C(=O)CCC(=O)OCC(=O)NCc1cccc(OC)c1)c1c(N)n(CCCC)c(=O)[nH]c1=O	-13%	-15%	-12%	-20%	12%	-5%	-8%	30%	-28%
O=C(NC1CCCCCC1)C1c2ccccc2C(=O)N1Cc1ccccc1Cl (stereo unspecified)	1%	2%	-8%	21%	3%[59 µM]	-4%	5%	x	-15%

(more compounds)
SMILES	BAZ2B block	Pol kappa inh	Anesthetic bind	POLB inh	G9a inh	BLM inh	POLI inh	APE1 inh	Pol eta inh
Cc1ccc(C2=[N+]([O-])C(C)N(O)C2(C)C)o1 (stereo unspecified)	1%	-3%	-12%	10%	16%	0%	5%	5%	-22%
Cc1cc(S(=O)(=O)N2c3ccc(F)cc3CCC2C)ccc1-n1cnnn1 (stereo unspecified)	1%	-13%	1%	3%	-5%	-3%	2%	6%	-12%
COc1ccc(NC(=O)c2cc3c(CO)cnc(C)c3oc2=Nc2cccc(F)c2)c(OC)c1	-2%	-1%[60.1 µM]	-7%	30%	2%	0%	0%	13%	-15%
C=CCn1c(SCC(=O)NC23CC4CC(CC(C4)C2)C3)nc(O)cc1=O	8%	-12%	-1%	-9%	19%[59 µM]	-8%	7%	-3%	4%
CC(Sc1nnc(N)s1)C(=O)Nc1ccc(N2CCOCC2)cc1 (stereo unspecified)	1%	-9%	-10%	43%	-32%[59 µM]	-3%	7%	13%	-6%
CCCCNC(=O)N(O)C1N(/N=C/c2cccnc2)C(=S)SC1(C)C (stereo unspecified)	2%	7%	1%	-12%	4%	-2%	7%	0%	-16%
O=C(C[N+]1(CC#Cc2ccccc2)CCCCC1)c1ccc(Cl)cc1	-4%	17%	-12%	1%	u	-7%	18%	-3%	-16%
CC1(C)CC(N=Cc2c(O)n(Cc3ccc4c(c3)OCO4)c(=O)c3ccccc23)CC(C)(C)N1	-34%	-2%	-15%	3%	u	1%	22%	3%	-9%
COC(=O)c1ccccc1NC(=O)Cn1cnc2cc(C)c(C)cc21	1%	-1%	-19%	2%	u	2%	u	-6%	-10%
CN(C(=O)CSc1n[nH]c(-c2cccs2)n1)C1CCS(=O)(=O)C1 (stereo unspecified)	28%	-3%	x	x	50µM*	x	28%	12%	-6%
Cc1cccc(C)c1NC(=O)CNC(=O)CCCc1c[nH]c2ccccc12	4%	-20%	x	x	20%[2.33 µM]	x	38%[activator]	8%	-5%
O=C(CCn1nnc2ccccc2c1=O)N[C@@H](Cc1c[nH]c2ccccc12)C(=O)O	-13%	7%	4%	1%	10%	3%	10%	-2%	-13%

Carrying on.
SMILES	BAZ2B block	Pol kappa inh	Anesthetic bind	POLB inh	G9a inh	BLM inh	POLI inh	APE1 inh	Pol eta inh
COc1ccc(C2OC(=O)CC2C(=O)NC2CCCCCC2)cc1OC (stereo unspecified)	-2%	-16%	-8%	39%	12%	0%	-2%	-1%	-3%
CCCC1Cc2c(sc3nc(SC)nc(N)c23)CO1 (stereo unspecified)	-4%	9%	-8%	2%	-4%	-1%	1%	2%	-5%
COc1cc(C(=O)NCc2ccco2)cc(OC)c1OC	6%	-11%	-8%	29%	9%[12.7 µM]	0%	26%	-1%	-4%
COc1ccc(N2CCN(S(=O)(=O)c3cnc[nH]3)CC2)cc1	0%	-2%	8%	4%	x	1%	-17%	8%	-5%
COC(=O)CN1C2=NCCCN2c2ccccc21	22%	-12%	1%	-1%	x	-5%	257%[activator]	7%	-13%
CCN(CC)C1CCN(C(=O)c2ccc(OC3CCN(Cc4ccccn4)CC3)cc2)C1 (stereo unspecified)	-9%[57.1 µM]	-17%	10%	21%	-14%	1%	16%	-5%	0%
Cc1cc(C)cc(NC(=O)CSc2nc3[nH]ncc3c(=O)[nH]2)c1	2%	6%	-11%	6%	u	3%	-3%	-1%	-13%
Cn1c2ccccc2c2cnn(CC(=O)NCCCN3CCN(c4ccccc4F)CC3)c(=O)c21	-20%&-17%	-2%&-6%	-6%&10%	17%&0%	25%	-5%&-11%	-2%&1%	14%	-14%&-8%
Cc1ccc(C)c(NC(=O)Cn2c(=O)n(Cc3cccs3)c(=O)c3cccnc32)c1	5%	0%	u	3%	-2%[59 µM]	-4%	10%	x	3%
CC(=O)c1ccc(NC(=S)N2C(C)CCCC2C)cc1 (stereo unspecified)	11%	x	-7%	6%	50µM*	-1%	x	-4%	x
Cc1cc(NC(=O)CSc2ccc(-c3ccc4c(c3)OCO4)nn2)no1	5%	x	2%	9%	7%	-12%	x	7%	x
CCOc1ccc(NC(=O)CCc2c(C)nc3nc(C)nn3c2C)cc1	-19%	-11%	-3%	27%	7%[59 µM]	-4%	7%	x	-19%

(continued)
SMILES	BAZ2B block	Pol kappa inh	Anesthetic bind	POLB inh	G9a inh	BLM inh	POLI inh	APE1 inh	Pol eta inh
CCn1nnc2cc(C(=O)Nc3cccc(Cl)c3)ccc21	3%	-13%	-1%	u	1%[59 µM]	-4%	18%	x	-7%
O=C(c1ccc2c(c1)N(Cc1ccc(Cl)cc1)C(=O)c1ccccc1S2(=O)=O)N1CCCC1	-20%	-28%	-3%	4%	-34%[59 µM]	-8%	-10%	x	-18%
C/C(CC(=O)Nc1ccc(Cl)c(Cl)c1)=N\NC(=O)Cc1ccccc1	-26%	-19%	-22%	16%	19%[59 µM]	-3%	39%[activator]	u	-28%
COc1ccc(C(=O)NNC(=O)c2ccc(S(=O)(=O)N3CCCCC3)cc2)cc1	-36%	u	-15%	u	x	-1%	u	0%	1%
CC(NS(=O)(=O)c1cccc(C(=O)NCc2ccncc2)c1)c1ccccc1 (stereo unspecified)	8%	6%	x	x	-5%[2.33 µM]	x	15%	15%	-14%
COC(=O)c1ccc(CSc2nc3ccc(C)cc3[nH]2)o1	-3%	-3%	-24%	2%	4.5µM*	-4%	17%	1%	-21%
CN1CCN(c2ccc(Cl)cc2NS(=O)(=O)c2ccccc2Cl)CC1	-7%	-9%	-8%	4%	u	1%	15%	22%	-17%
COCCOC(=O)c1c(C)n(C)c2ccc(OC(=O)c3cccs3)cc12	2%	3%	-11%	46%[activator]	-6%	0%	14%	-9%	-4%
CC(=O)Nc1ccc(OC(=O)c2ccc(Cl)cc2)cc1	-5%	3%	6%	24%	9%[59 µM]	2%	u	-7%	-11%
COc1cc(NC(=O)CC2C(=O)OCCN2Cc2ccccc2)cc(OC)c1 (stereo unspecified)	-12%	-9%	-8%	2%	u	-3%	-4%	x	1%
COc1ccc(S(=O)(=O)N(C)c2ccc(C(=O)N3CCC(C(N)=O)CC3)cc2)cc1	4%	-3%	-6%	2%	-1%[12.7 µM]	2%	1%	-3%	11%
COc1ccc(NC(=O)CSc2c(C)n[nH]c2C)cc1	7%	-8%	-14%	8%	u	2%	-12%	-3%	-6%

Quoted from the listing for reference:
SMILES	BAZ2B block	Pol kappa inh	Anesthetic bind	POLB inh	G9a inh	BLM inh	POLI inh	APE1 inh	Pol eta inh
CCn1nnc2cc(C(=O)Nc3cccc(Cl)c3)ccc21	3%	-13%	-1%	u	1%[59 µM]	-4%	18%	x	-7%
O=C(c1ccc2c(c1)N(Cc1ccc(Cl)cc1)C(=O)c1ccccc1S2(=O)=O)N1CCCC1	-20%	-28%	-3%	4%	-34%[59 µM]	-8%	-10%	x	-18%
C/C(CC(=O)Nc1ccc(Cl)c(Cl)c1)=N\NC(=O)Cc1ccccc1	-26%	-19%	-22%	16%	19%[59 µM]	-3%	39%[activator]	u	-28%
COc1ccc(C(=O)NNC(=O)c2ccc(S(=O)(=O)N3CCCCC3)cc2)cc1	-36%	u	-15%	u	x	-1%	u	0%	1%
CC(NS(=O)(=O)c1cccc(C(=O)NCc2ccncc2)c1)c1ccccc1 (stereo unspecified)	8%	6%	x	x	-5%[2.33 µM]	x	15%	15%	-14%
COC(=O)c1ccc(CSc2nc3ccc(C)cc3[nH]2)o1	-3%	-3%	-24%	2%	4.5µM*	-4%	17%	1%	-21%

Other structures.
SMILES	BAZ2B block	Pol kappa inh	Anesthetic bind	POLB inh	G9a inh	BLM inh	POLI inh	APE1 inh	Pol eta inh
CCNC(=O)CC1C(=O)N(c2ccccc2)C(=O)N1CCOC (stereo unspecified)	2%	3%	0%	13%	-13%	-1%	-7%	20%	-12%
CC(C)(C)c1ccc(OC(=O)c2ccccc2)cc1	74%[activator]	-7%	-9%	11%	236%[activator]	-7%	1%	-2%	-3%
COC(=O)c1ccc(N2CCN(c3ccccc3)CC2)nc1	u	-6%	-10%	0%	-2%	0%	1%	12%	-2%
CNC(=O)c1ccc(Nc2nnc(-c3ccc(C)c(S(=O)(=O)N4CCCCC4)c3)c3ccccc23)cc1	-14%	-8%	-7%	36%	0%[59 µM]	-6%	-21%	x	-7%
